# From PubChem BioAssay
# COUP-TFII inh: NR2F2 transcriptional activity inhibitors, primary screen, cell-based, luciferase reporter, HEK293T, luminescence | COUP transcription factor 2 (Homo sapiens), P24468 | HEK293T NGFI-A luciferase reporter | inhibition, % at 8.6 µM | 0.7% of 370,000 active;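 active = inhibition above a per-plate cutoff, mean inhibition of test wells between control levels plus 3 SD, cut at about 38% in these data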;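 also: cells cotransfected with COUP-TFII expression vector driving the NGFI-A reporter; 0% = median of COUP-TF2 test wells and 100% = reporter-only cells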
# NCOA2 inhibitor: inhibition of GAL4-SRC2 driven luciferase reporter, primary screen, SRC2 inhibitor project, cell-based, luminescence | HEK293 GAL4-SRC2 luciferase reporter | inhibition, % at 9 µM | 0.17% of 370,000 active | AID 651957, 2012;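 active = inhibition above the mean inhibition of all tested compounds plus 3 SD, set per campaign, cut at about 52% in these data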;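 also: 0% = DMSO treated cells and 100% = cells given Gossypol at 36 µM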
# TRAIL sens C8: viability loss with TRAIL in NB7+C8 cells, primary screen, TRAIL sensitizer project, cell-based, ATPlite luminescence; inhibition (viability loss, TRAIL sensitization), % at 10 µM; 1% of 360,000 active; AID 624354, 2012;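 active = compounds causing at least 50% loss of cell viability in the single-dose screen, relative to plate controls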
# LRH-1 inv ag: LRH-1 (NR5A2) inverse agonists, primary screen, cell-based, luminescence, HEK293T, StAR-luciferase reporter. 0.13% of 360,000 active. AID 602396, 2012. LRH-1 transfected, 24 h. inhibition, % at 3.6 µM. Nuclear receptor subfamily 5 group A member 2 (Homo sapiens), O00482;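 active = inhibition above the mean inhibition of all tested compounds plus 3 SD, cut at about 73% in these data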;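 also: 0% = DMSO wells and 100% = reporter-only cells lacking LRH-1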
# TLR9-MyD88 block: inhibitors of TLR9-MyD88 association in cells, primary screen, cell-based, CHO, BLA complementation, fluorescence; 0.21% of 340,000 active; AID 504734, 2011; inhibition, % at 4.98 µM; CCF4 FRET ratio; Toll-like receptor 9 (Homo sapiens) + Myeloid differentiation primary response protein …;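 active = inhibition above the mean over all tested compounds plus 3 SD, cut at about 21% in these data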;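 also: 0% = DMSO only wells and 100% = clavulanate BLA inhibitor control wells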
# NCOA1 inh: SRC1 coactivator transcriptional activity inhibitors, primary screen, cell-based, luminescence. 0.12% of 360,000 active. inhibition, % at 3.6 µM. Nuclear receptor coactivator 1 (Homo sapiens), Q15788. HEK293 GAL4-SRC1 luciferase reporter;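 active = inhibition above the campaign mean plus 3 SD, with each screening campaign given its own cutoff, cut at about 60% in these data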;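 also: 0% = DMSO treated cells and 100% = gossypol at 36 µM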
# EBV LMP1 NFkB: EBV LMP1-driven NF-kappaB luciferase reporter inhibitors, primary screen, cell-based, luminescence, single point; LMP1-induced NF-kappaB luciferase reporter cells; inhibition, % at 12.5 µM; 0.69% of 350,000 active; in the data active = inhibition above about 41%;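 also: 0% = neutral control wells and 100% = reference inhibitor control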
# Vif imaging: HIV Vif self-association inhibitors, primary screen, imaging, HEK293T, single point; HEK293T cells, Vif self-association by quenched fluorescence, 24 h; 0.35% of 340,000 active; inhibition, % at 7.49 µM; in the data active = inhibition above about 50%, passing the limit was not always enough; also: some results filed as inactive read as strong as hits
# TROY signal inh: inhibitors of TROY-driven NF-kB signaling, primary screen, Q293 LMP1-TROYcd cells, NF-kB luciferase, uHTS; Q293 LMP1-TROYcd NF-kB luciferase reporter, 4 h; inhibition, % at 10 µM; 0.98% of 360,000 active; AID 1347056, 2019;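 active = compounds whose plate-normalised and pattern-corrected inhibition of the luciferase reporter signal at the single screening dose is 50% or more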
# NOD2 RIPK2 PPI: NOD2-RIPK2 binding disruptors in cells, primary screen, fluorescence, CHO cells, BLA complementation; Receptor-interacting serine/threonine-protein kinase 2 (Homo sapiens), O43353; CCF4 ratio; inhibition, % at 4.98 µM; 0.38% of 360,000 active; AID 624267, 2012; in the data active = inhibition above about 21%;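 also: 0% = vehicle only and 100% = reference blocker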
# NCOA3 inh: SRC3 coactivator transcriptional activity inhibitors, primary screen, cell-based, luminescence; HEK293 GAL4-SRC3 luciferase reporter; inhibition, % at 3.6 µM; Nuclear receptor coactivator 3 (Homo sapiens), Q9Y6Q9; 0.17% of 360,000 active;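 active = inhibition above a per-campaign cutoff, the mean of all compounds plus 3 SD, cut at about 60% in these data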;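 also: 0% = DMSO-treated cells and 100% = gossypol-treated cells at 36 µM; higher means less SRC3-driven luciferase light from the GAL4 reporter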
# * = called active by the depositor; . = no result given. The list is partial; the hit share may differ from the screen's.
SMILES,COUP-TFII inh,NCOA2 inhibitor,TRAIL sens C8,LRH-1 inv ag,TLR9-MyD88 block,NCOA1 inh,EBV LMP1 NFkB,Vif imaging,TROY signal inh,NOD2 RIPK2 PPI,NCOA3 inh
COc1cccc(N(C(=O)Cn2nnc(-c3ccc(C)o3)n2)C(C(=O)NC(C)(C)C)c2cccs2)c1 (centres undefined),13,2,0,3,-17,2,-14,-15,-1,-4,6
OCCOCCNc1ncnc2nc[nH]c12,-5,11,-3,-9,9,-25,5,5,-8,1,-9
Cc1ccc(/C=C2\SC(=S)N(CCCC(=O)Nc3ccc(O)cc3)C2=O)cc1,31,67*,-10,9,4,23,39,3,-53,-9,47
CC1CC(C)CN(C(=O)CSc2nnc(CSc3ncccn3)n2C)C1 (centres undefined),-14,-19,4,-3,-2,-4,-5,.,9,1,-3
CC[C@@H](C)[C@H](NC(=O)OC(C)(C)C)c1nnc(S(=O)(=O)Cc2cc(C)ccc2C)o1,-7,11,0,-22,-2,-28,4,-19,73*,59*,-19
CCCC(C)C(=O)Nc1ccc2c(c1)OCCO2 (centres undefined),-22,-11,5,-8,-3,-11,9,11,37,-5,-2
CCN(CC(=O)N1CCN(Cc2ccccc2)CC1)S(=O)(=O)c1ccc(C)cc1,19,-14,17,2,4,3,2,0,16,-2,-6
O=C(COC(=O)c1cc(S(=O)(=O)N2CCCCC2)ccc1Cl)NC1CCCCC1,7,-4,9,-26,0,12,9,8,-1,-4,10
CCO[C@H]1OC(C(=O)N2CCN(Cc3ccc4c(c3)OCO4)CC2)=C[C@@H](C2CCCCC2)[C@@H]1CCCO,16,4,-15,10,-4,6,5,-10,-1,-2,17
Clc1cccc(N=NN2CCOCC2)c1Cl,-11,20,13,14,3,7,-4,-5,-25,5,-9
O=C(O)CNC(=O)/C(=C/c1cccc([N+](=O)[O-])c1)NC(=O)c1ccco1,6,4,-1,14,4,-9,7,3,-11,-10,7
C[N+](C)(C)CCOC(=O)C1(c2ccccc2)CCCC1,-5,-6,15,-6,-12,-12,2,1,2,1,18
CNC(=O)N1CCC(C(=O)c2c(C)c(C)c(C)c(C)c2C)CC1,11,-16,9,9,-8,0,-3,0,6,5,-8
COc1cccc(NC(=O)CN(C)C(=O)c2c(-c3ccccc3)noc2C)c1,17,7,2,4,-6,-9,0,-6,-1,-9,18
O=C1CC/C=C\C[C@@H](CC(=O)N(CCO)Cc2ccccc2)C(=O)N[C@H](Cc2ccccc2)CO1,-22,-8,5,9,9,2,-3,1,0,-4,-11
O=C(Nc1ccc(C(F)(F)F)cc1)c1cccc(-n2cnnn2)c1,-12,-16,5,-3,-5,-73,-3,-11,-6,16,27
Cc1cc(C)n2nc(-c3cccnc3)nc2n1,14,-45,12,-10,3,-1,-3,0,-32,-10,12
CN1CCN(CCCCOc2ccc(F)cc2)CC1,9,-8,1,-3,-20,-4,-9,-14,-21,3,-4
CCOc1ccc(NC(=O)Cn2nc(-c3ccccc3Cl)n(CC)c2=S)cc1,14,19,-13,52,8,3,12,.,18,-5,19
CC(C)CNc1nc(Oc2ccc(=O)n(-c3ccccc3)n2)nc(N2CCOCC2)n1,-3,-7,-7,-13,9,-5,5,3,8,-6,11
CC(NC(=O)COc1ccc(S(=O)(=O)N2CCOCC2)cc1)c1ccccc1 (centres undefined),19,-21,5,-1,-1,7,3,8,-7,3,6
C=CCn1ccc2c([N+](=O)[O-])cccc2c1=O,-11,-7,-2,10,5,1,-13,-3,-8,-4,11
O=C(c1ccco1)N1CCC(n2nnc3ccccc32)CC1,-7,6,0,-15,1,9,-1,8,-15,9,-6
Cc1ccc(CNC(=O)c2ccc(Cl)c(S(N)(=O)=O)c2)n1C,5,-13,5,11,5,-18,-2,-5,20,0,-2
O=C(CN1CCC2(CC1)OCCO2)c1ccc2cc[nH]c2c1,13,15,4,5,2,4,0,18,-6,5,1

# Carrying on.
SMILES,COUP-TFII inh,NCOA2 inhibitor,TRAIL sens C8,LRH-1 inv ag,TLR9-MyD88 block,NCOA1 inh,EBV LMP1 NFkB,Vif imaging,TROY signal inh,NOD2 RIPK2 PPI,NCOA3 inh
CSc1ccccc1OCc1cc(C(=O)N2C[C@H]3CC[C@H]2C3)no1,4,-34,15,-40,-3,-51,-24,-4,-20,-13,-67
CCCCn1c(N)c(N(CCOC)C(=O)c2cc(CC)c(C)s2)c(=O)[nH]c1=O,0,-34,-3,11,4,4,-2,-4,-11,2,-4
CCC(=O)c1cc2c(cc1NC(=O)c1cccs1)OCCO2,2,-21,1,-4,3,-2,-13,0,-29,-17,8
CCN1CCN(C(=S)Nc2cccc(Cl)c2)CC1,-5,-12,0,-5,-8,12,-9,0,-25,-16,21
Cc1cccc2cc(CN(Cc3ccco3)C(=O)c3cccs3)c(=O)[nH]c12,-3,-1,-14,10,0,8,4,-11,9,-12,-1
C=CCn1c(SCC(=O)Nc2c(C)n(C)n(-c3ccccc3)c2=O)nnc1-c1cccnc1,4,-7,0,4,3,6,2,33,7,-12,-2
C=C(C)CSc1nnc2n(C)c(=O)c3c4c(sc3n12)CCC4,17,1,55*,17,-7,-6,-4,-9,-24,4,5
CCn1c(SCC(=O)N(C)CC(=O)Nc2ccc(F)c(F)c2F)nnc1-c1ccco1,10,8,0,11,-10,-12,-6,-12,0,-4,-21
COc1ccc(N(CC(=O)N/N=C/c2ccco2)S(=O)(=O)c2ccccc2)cc1Cl,21,-5,-11,-26,-4,6,7,-10,-5,6,1
CCN1CCN(CCCN(Cc2cccs2)C(=S)Nc2ccccc2C)CC1,-14,-6,-22,19,8,10,1,3,9,-3,12
Cc1ccc(C2=CC(=O)C[C@H](c3ccc(F)cc3)C2)cc1,-22,7,-3,13,-6,-3,7,19,-25,-3,19
Cc1ccc(OC(=O)N(C)C[C@@H]2OCc3cn(nn3)CCCC(=O)N([C@H](C)CO)C[C@H]2C)cc1,2,-4,-9,-14,0,0,-1,.,18,-6,-9
C[C@@H]1CN([C@@H](C)CO)C(=O)Cc2cc(NS(=O)(=O)c3ccccc3)ccc2O[C@H]1CN(C)S(C)(=O)=O,-6,-11,-10,-6,2,-15,-1,1,-9,-2,15
Cc1ccc(Sc2c(O)c3ccccc3n(C)c2=O)cc1,17,1,0,-1,-1,9,9,-5,25,-2,13
O=C(Nc1nnc(SCc2ccc(F)cc2)s1)c1cccnc1Cl,-5,40,-5,-9,-3,-2,2,11,-25,3,0
CCC(C)C(=O)Nc1ccccc1N1CCN(c2ccc(F)cc2)CC1 (centres undefined),30,9,4,9,-6,-50,13,-6,25,1,5
O=C(N1CCOCC1)N(Cc1ccccc1)c1ccccn1,1,-35,1,-6,-1,-15,4,0,0,0,-15
Cc1ccc(S(=O)(=O)N2C3CCCCC3O[C@H]2CC(=O)c2ccc(F)cc2)cc1 (some centres undefined),-11,-13,-9,10,.,.,.,.,.,-17,.
COc1ccc(-c2ccc3nnc(SCC(N)=O)n3n2)cc1,5,-32,-4,-15,6,-12,-3,11,7,-2,-10
CCc1cc(S(N)(=O)=O)cc(CC)c1NC(C)=O,-2,-4,-16,-25,8,-7,-12,-4,2,5,-11
COc1cc(C(=O)N2CCN(CC(O)COc3ccccc3)CC2)cc(OC)c1OC (centres undefined),-1,8,-23,-1,0,-10,-7,-2,2,10,18
Nc1nc(-c2ccccc2)c(CCCNc2ccccc2)c(=O)[nH]1,2,-11,-12,9,-11,5,4,-13,-2,-13,2
CCC(C)(C)NC(=O)C(c1ccccn1)N(C(=O)c1csnn1)c1ccc(C)c(C)c1 (centres undefined),-4,-4,-4,8,-1,3,3,1,-30,-7,3
COc1ccc(NC(=O)c2ccco2)cc1NC(=O)c1ccco1,3,-2,10,-6,-8,-3,-12,-3,-9,-4,7
O=C1CSc2nc3ccccc3n21,5,-34,6,14,7,-6,-1,5,-1,-10,-1

# Next section:
SMILES,COUP-TFII inh,NCOA2 inhibitor,TRAIL sens C8,LRH-1 inv ag,TLR9-MyD88 block,NCOA1 inh,EBV LMP1 NFkB,Vif imaging,TROY signal inh,NOD2 RIPK2 PPI,NCOA3 inh
Cc1ccc(C(=O)CN2C(=O)NC3(CCc4ccccc43)C2=O)s1 (centres undefined),5,9,-16,-8,-15,-13,-9,7,-39,1,0
COc1cc(NC(=O)c2ccccc2NS(=O)(=O)c2ccc(Cl)s2)cc(OC)c1,14,13,25,19,-11,-5,8,-9,44,0,15
COc1cc(CC2C(=O)Nc3ccccc32)cc(C)c1O (centres undefined),4,-11,6,0,1,3,-3,0,5,-8,14
CCOc1ccc(C(=O)Nc2sc3c(c2C(=O)OC)CC(C)(C)NC3(C)C)cc1,-9,-50,46,-6,5,-7,-88,-1,6,-2,1
CCN(CC)S(=O)(=O)c1ccc2[nH]cc(C(=O)NCCCN3CCCCC3C)c(=O)c2c1 (centres undefined),7,-3,-4,-31,0,0,-8,3,1,1,9
CCC(=O)c1ccc(OCC(O)Cn2cnc3ccccc32)cc1 (centres undefined),-2,-2,-17,-11,-3,3,-4,-4,-8,4,12
O=C(NN=Cc1ccccc1)NN=Cc1ccccc1,3,-10,27,2,-5,-8,-3,3,-43,-2,-14
Nc1nc(=O)n(C2CCCCO2)cc1Br (centres undefined),1,-11,-1,-8,-8,-4,-10,5,-4,-11,-12
COc1ccc(NC(=O)C2=C(C)Nc3ncnn3C2c2ccccc2C(F)(F)F)c(OC)c1 (centres undefined),-6,-22,-17,-3,-4,0,-5,.,8,-10,11
CCCCN(C(=O)CCCc1nc2ccccc2c(=O)[nH]1)c1c(N)n(CCCC)c(=O)[nH]c1=O,-3,-6,-4,3,2,0,12,.,3,-7,3
Cc1c(Cl)c(=O)oc2cc(OC(C)C)ccc12,5,-26,21,9,2,-3,7,3,-31,-4,13
Cc1sc2nc3c4ccccc4c(NCc4ccco4)nn3c(=O)c2c1C,-31,-95,8,-158,-4,-93,-34,8,-30,-5,-89
Cc1cc(C(=O)COC(=O)CCc2nc3ccccc3s2)c(C)n1C,13,15,-6,13,2,-18,0,8,10,6,5
Cc1oc(C(C)(C)C)c(CN2CCOCC2)c1C(=O)O,-2,-4,-7,14,2,7,-2,-5,16,4,6
O=C1NC(c2cccc([N+](=O)[O-])c2)Oc2ccccc21 (centres undefined),19,-19,-7,-10,-15,-1,2,4,-13,-1,8
CCn1c(=O)c(C(=O)NCCc2ccc(OC)c(OC)c2)c(O)c2ccccc21,12,4,-15,-9,-20,9,15,-3,2,-8,6
